Screens (PubChem BioAssay)
TWEAK Fn14 block – TWEAK-Fn14 signaling inhibition | TWEAK-stimulated Fn14 reporter cells, luciferase luminescence, 8 h | inhibition, % at 10 µM | 360,000 tested, 2% active | AID 1159606; in the data active = inhibition above about 50%
TROY signal inh – blocks TROY-dependent signaling in reporter cells; 360,000 tested, 0.98% active; inhibition, % at 10 µM; Q293 LMP1-TROYcd NF-kB luciferase reporter, 4 h;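 active = compounds whose plate-normalised and pattern-corrected inhibition of the luciferase reporter signal at the single screening dose is 50% or more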
COUP-TFII inh – blocks human COUP-TFII nuclear receptor | inhibition, % at 8.6 µM | P24468 | HEK293T NGFI-A luciferase reporter, luminescence | 370,000 tested, 0.7% active;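 active = inhibition above a per-plate cutoff, mean inhibition of test wells between control levels plus 3 SD, cut at about 38% in these data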;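 also: cells cotransfected with COUP-TFII expression vector driving the NGFI-A reporter; 0% = median of COUP-TF2 test wells and 100% = reporter-only cells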
Target sequence (P24468 whole entry, looked up): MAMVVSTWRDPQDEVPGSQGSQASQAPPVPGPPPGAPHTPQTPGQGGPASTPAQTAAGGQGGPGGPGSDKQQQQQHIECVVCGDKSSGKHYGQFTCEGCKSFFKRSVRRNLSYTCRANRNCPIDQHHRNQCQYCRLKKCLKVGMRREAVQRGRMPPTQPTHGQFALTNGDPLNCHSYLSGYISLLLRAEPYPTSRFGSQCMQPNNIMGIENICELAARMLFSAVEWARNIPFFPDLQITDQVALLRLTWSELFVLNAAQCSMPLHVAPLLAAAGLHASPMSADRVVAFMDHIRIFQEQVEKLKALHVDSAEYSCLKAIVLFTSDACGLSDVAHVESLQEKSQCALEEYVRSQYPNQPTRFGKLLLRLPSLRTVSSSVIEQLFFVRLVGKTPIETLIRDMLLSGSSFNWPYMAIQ
NR5A2 inv ag – suppresses constitutive activity of human LRH-1. inhibition, % at 3.6 µM. O00482. 360,000 tested, 0.13% active. HEK293T StAR-luciferase reporter, LRH-1 transfected, 24 h. AID 602396;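 active = inhibition above the mean inhibition of all tested compounds plus 3 SD, cut at about 73% in these data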;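 also: 0% = DMSO wells and 100% = reporter-only cells lacking LRH-1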
Target sequence (O00482 whole entry, looked up): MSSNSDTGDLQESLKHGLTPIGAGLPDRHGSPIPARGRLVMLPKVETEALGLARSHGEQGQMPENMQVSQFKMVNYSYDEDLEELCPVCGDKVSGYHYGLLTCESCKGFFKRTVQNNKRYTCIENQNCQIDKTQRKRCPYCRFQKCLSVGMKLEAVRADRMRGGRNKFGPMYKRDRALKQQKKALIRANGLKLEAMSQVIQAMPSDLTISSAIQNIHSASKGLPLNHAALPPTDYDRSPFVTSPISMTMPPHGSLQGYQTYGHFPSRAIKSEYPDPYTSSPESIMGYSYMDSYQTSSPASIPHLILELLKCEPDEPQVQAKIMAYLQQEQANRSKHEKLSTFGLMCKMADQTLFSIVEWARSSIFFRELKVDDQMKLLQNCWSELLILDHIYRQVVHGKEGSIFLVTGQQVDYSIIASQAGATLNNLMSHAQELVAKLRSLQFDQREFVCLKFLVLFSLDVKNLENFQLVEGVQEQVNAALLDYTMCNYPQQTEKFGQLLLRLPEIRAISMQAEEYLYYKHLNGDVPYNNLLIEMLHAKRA
CF NFkB block – blocks PAF-induced NF-kB reporter in cystic fibrosis cells; KKLEB NF-kB-GFP reporter, GFP fluorescence overnight; inhibition, % at 5 µM; 360,000 tested, 0.86% active; AID 588850;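 active = at least 50% inhibition at 5 µM, scaled per plate between neutral and stimulator controls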;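 also: PAF is a Pseudomonas aeruginosa culture filtrate used as stimulus; plate controls were PAF-stimulated DMSO wells for no effect and unstimulated DMSO wells for full effect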
C8 TRAIL sens – caspase-8 TRAIL sensitization. NB7+C8 cells + TRAIL, ATPlite viability luminescence. inhibition (viability loss, TRAIL sensitization), % at 10 µM. 360,000 tested, 1% active. AID 624354;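 active = compounds causing at least 50% loss of cell viability in the single-dose screen, relative to plate controls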
Shn3 inh set2 – Schnurri-3 reporter inhibition in Clone20 osteoblasts. Clone20 osteoblast Shn3 3'UTR firefly luciferase, 24 h. inhibition, % at 12.5 µM. 360,000 tested, 0.52% active;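 active = mean inhibition of at least 75% with every replicate also reaching 75%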;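 also: 0% = median of neutral control wells and 100% = pilot-screen positive control compound; some compounds past the cut are filed as inactive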
NCOA3 inh – human NCOA3 inhibition | HEK293 GAL4-SRC3 luciferase reporter, luminescence | inhibition, % at 3.6 µM | AID 588352 | 360,000 tested, 0.17% active | Q9Y6Q9;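 active = inhibition above a per-campaign cutoff, the mean of all compounds plus 3 SD, cut at about 60% in these data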;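 also: 0% = DMSO-treated cells and 100% = gossypol-treated cells at 36 µM; higher means less SRC3-driven luciferase light from the GAL4 reporter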
LMP1 NFkB inh – inhibitors of Epstein-Barr LMP1-induced NF-kappaB reporter; 350,000 tested, 0.69% active; AID 504558; LMP1-induced NF-kappaB luciferase reporter cells, luminescence; inhibition, % at 12.5 µM; in the data active = inhibition above about 41%;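 also: 0% = neutral control wells and 100% = reference inhibitor control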
KKLEB cytotox – counter-screen for CF NF-kB inhibitors: cytotoxicity. activity change (cytotoxicity), % at 5 µM. 360,000 tested, 0.36% active. KKLEB CF airway cells viability, ATPlite luminescence, overnight; hits give low values; cells stimulated with P. aeruginosa culture filtrate;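 active = corrected activity change at or below -50% at 5 µM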
SRC1 inh – inhibits human SRC1 coactivator | Q15788 | HEK293 GAL4-SRC1 luciferase reporter, luminescence | inhibition, % at 3.6 µM | 360,000 tested, 0.12% active;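 active = inhibition above the campaign mean plus 3 SD, with each screening campaign given its own cutoff, cut at about 60% in these data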;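 also: 0% = DMSO treated cells and 100% = gossypol at 36 µM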
* marks the source's active call; other numbers are inactive results; . = not tested or not shown.

SMILES	TWEAK Fn14 block	TROY signal inh	COUP-TFII inh	NR5A2 inv ag	CF NFkB block	C8 TRAIL sens	Shn3 inh set2	NCOA3 inh	LMP1 NFkB inh	KKLEB cytotox	SRC1 inh
O=C(Nc1ccc2c(c1)OCO2)c1cc(Cl)ccn1	-4	-39	-47	-196	0	29	-58	-86	-33	4	-115
COc1ccc(CNC(=O)CCc2c[nH]c3ccccc23)cc1	13	-12	-10	18	0	9	-48	0	-9	17	-9
Cc1nc2nc(C)c(NS(=O)(=O)c3ccc(CC(C)C)cc3)c(=O)n2[nH]1	11	10	-18	-11	14	2	-10	-5	-4	6	-15
Cc1ccc(C=C(C#N)C(=O)c2ccccc2)cc1	7	-17	-9	21	-10	-7	-15	9	.	4	-17
CC(C)N(Cc1ccccc1)C(=O)c1cccs1	-10	1	2	0	-10	-1	-1	8	3	-4	-50
COc1cccc(NC(=O)CN(C)C(=O)c2ccccc2CCc2ccccc2)c1	12	16	6	2	2	13	-2	0	3	-5	-2
O=[N+]([O-])c1cccc(NC(=S)N2CCOCC2)c1	-19	-14	-3	-4	12	1	11	-3	5	-12	-6
CC(=O)c1c(C)[nH]c(C)c1C(C)=O	62*	10	-1	14	4	-32	8	-6	-3	-5	10
CC(C)(C)CC(C)(C)n1nnnc1N	1	-12	-13	-18	-10	12	-36	-12	-13	-10	-4
CCCCN(C(=O)C1CCC1)c1c(N)n(Cc2ccccc2)c(=O)[nH]c1=O	18	8	7	11	-36	-3	2	-12	-1	21	-32
CN(Cc1c(C(=O)N/N=C/c2cccc(F)c2)nnn1-c1nonc1N)c1ccccc1	-19	1	1	16	-6	-2	8	4	0	-7	14
O=C(CNc1cccc(C(F)(F)F)c1)N/N=C/c1cn(-c2ccccc2)nc1-c1ccccc1	8	-2	-18	-7	-13	-13	13	-3	-19	0	-6
Cc1nc([N+](=O)[O-])cn1CC(=O)c1ccc(Br)cc1	-5	-16	-12	1	-8	-11	12	-6	1	8	-15
COc1ccc(CN(Cc2ccc(C(=O)O)cc2)C(=S)Nc2ccccc2C)cc1OC	1	4	-3	7	-4	-9	-14	-14	-4	-20	-1
COc1ccc(/C=N/NC(=O)c2ccncc2)cc1CN1CCOCC1	1	3	2	15	12	-1	-2	-11	-2	-7	5

Rewritten bar-delimited: part of the list above
Structure | TWEAK Fn14 block | TROY signal inh | COUP-TFII inh | NR5A2 inv ag | CF NFkB block | C8 TRAIL sens | Shn3 inh set2 | NCOA3 inh | LMP1 NFkB inh | KKLEB cytotox | SRC1 inh
O=C(CNc1cccc(C(F)(F)F)c1)N/N=C/c1cn(-c2ccccc2)nc1-c1ccccc1 | 8 | -2 | -18 | -7 | -13 | -13 | 13 | -3 | -19 | 0 | -6
Cc1nc([N+](=O)[O-])cn1CC(=O)c1ccc(Br)cc1 | -5 | -16 | -12 | 1 | -8 | -11 | 12 | -6 | 1 | 8 | -15
COc1ccc(CN(Cc2ccc(C(=O)O)cc2)C(=S)Nc2ccccc2C)cc1OC | 1 | 4 | -3 | 7 | -4 | -9 | -14 | -14 | -4 | -20 | -1
COc1ccc(/C=N/NC(=O)c2ccncc2)cc1CN1CCOCC1 | 1 | 3 | 2 | 15 | 12 | -1 | -2 | -11 | -2 | -7 | 5

Compound profiles, from the list above. Order of values: TWEAK Fn14 block, TROY signal inh, COUP-TFII inh, NR5A2 inv ag, CF NFkB block, C8 TRAIL sens, Shn3 inh set2, NCOA3 inh, LMP1 NFkB inh, KKLEB cytotox, SRC1 inh
Cc1nc2nc(C)c(NS(=O)(=O)c3ccc(CC(C)C)cc3)c(=O)n2[nH]1 reads 11, 10, -18, -11, 14, 2, -10, -5, -4, 6, -15
CC(C)(C)CC(C)(C)n1nnnc1N reads 1, -12, -13, -18, -10, 12, -36, -12, -13, -10, -4

Additional records follow:
SMILES	TWEAK Fn14 block	TROY signal inh	COUP-TFII inh	NR5A2 inv ag	CF NFkB block	C8 TRAIL sens	Shn3 inh set2	NCOA3 inh	LMP1 NFkB inh	KKLEB cytotox	SRC1 inh
COC(=O)CCCCCN1C(=O)NC(C2CC2)C(C(=O)OCc2ccccc2)=C1C (stereo not drawn)	14	41	19	-22	13	7	27	5	6	2	1
COc1cc(C(=O)O)cc(OC)c1OCc1cc(C(=O)O)oc1C	11	6	10	19	4	3	11	-6	4	-2	1
COc1ccc(OC)c(NC(=O)CSc2nnnn2C2CCCC2)c1	-11	-14	4	-11	12	-5	-1	1	-5	-3	0
O=C1N/C(=C/c2cccn2-c2ccccc2)C(=O)N1Cc1ccc(F)cc1	1	0	9	-4	12	8	-3	-29	16	-12	-23
Cn1c(SCC(=O)NC2CCCCCC2)nnc1-c1cccs1	16	-8	9	0	6	3	-7	-2	-1	0	-2
Cc1cc(C)cc(C(=O)OCC(=O)N2CCCCCC2)c1	-14	-27	3	1	10	-22	-10	12	-4	5	-12
O=C(CSc1nnnn1-c1ccccc1)Nc1ncc(Cc2cccc(Cl)c2Cl)s1	6	5	-7	10	32	-10	-11	21	-17	-30	-15
COc1ccc(-c2nc(NC(=O)c3cc(C(C)(C)C)nn3C)sc2C)cc1	68*	30	.	16	32	10	73	9	24	-35	-10
O=C(NCCc1ccccc1)c1n[nH]c(=O)c2ccccc12	-17	3	-34	-28	1	-8	-9	-14	-10	-5	-34
CN=C1N(C)C[C@@H]2[C@@H]3C(=O)N(C)C(=O)[C@@H]3[C@](Cc3ccccc3)(C(=O)OC)N12	5	-5	.	-20	12	23	-9	-11	-2	-3	-2
O=C(O)C(Cc1ccc(O)cc1)N1C(=O)c2c(Cl)c(Cl)c(Cl)c(Cl)c2C1=O (stereo not drawn)	5	-55	-5	3	-22	-56	-52	8	2	-4	9
COc1ccc(NC(=O)CCCN2C(=O)/C(=C\c3ccco3)SC2=S)cc1	30	24	12	3	5	-2	-21	9	5	-1	-10
CC(=O)c1c(C)[nH]c(C(=O)OCC(=O)C(C)(C)C)c1C	-8	-30	-15	7	-5	10	-15	5	-3	-1	1
COc1ccccc1Sc1nc(-c2ccccc2)ncc1OC	29	1	4	-5	15	-3	-5	1	4	1	8
C/C(=N\NC(=O)c1nnn(-c2nonc2N)c1CN(C)c1ccccc1)c1cccnc1	-2	2	-44	-35	-7	1	1	2	0	-6	9
Cc1ccc(-n2nc3c(=O)n(CCCC(=O)NCc4ccccc4Cl)nc(C)c3c2C)cc1	-4	5	-1	5	1	9	10	-8	4	3	0
Cc1ccc(NC(=O)CN(C)CC(=O)Nc2ccccc2C#N)cc1	-14	0	0	-2	-17	5	6	-13	-2	-4	6
CC(CCc1ccc(O)cc1)NCc1ccc(Cl)cc1Cl (stereo not drawn)	-21	27	-28	2	-1	-1	4	11	21	-2	11
CC(C)CN(C(=O)COc1ccc(C(C)(C)C)cc1)C1CCS(=O)(=O)C1 (stereo not drawn)	-22	8	2	-9	6	12	-8	-24	1	17	2
C[C@H](CO)N1C[C@H](C)[C@@H](CN(C)C(=O)c2ccccn2)Oc2cc(Br)ccc2S1(=O)=O	10	2	-3	7	4	-7	-4	12	-14	-6	6
CCCC(=O)Nc1ccc2c(c1)nc1n2CCN(CCOC)C1	0	5	18	-2	4	6	-6	11	7	1	0
CO/N=C/c1c(-c2ccccc2)nn(C)c1Cl	7	-11	0	18	-7	-2	3	12	0	-5	7
O=C(CCCCCn1c(=O)[nH]c2ccccc2c1=O)N1CCN(Cc2ccc3c(c2)OCO3)CC1	12	12	28	22	2	30	46	4	18	-5	-8
CCc1cccc2c(C(=O)COC(=O)c3ccc([N+](=O)[O-])s3)c[nH]c12	-7	0	-6	6	-4	0	-3	1	3	-26	-7
COc1cc(C(c2c(C)[nH][nH]c2=O)c2c(C)[nH][nH]c2=O)cc(Cl)c1O	1	18	-16	6	-9	-2	5	-23	4	-10	14
CCC(C)N(C(=O)COC(=O)c1cc([N+](=O)[O-])ccc1N1CCOCC1)C1CCS(=O)(=O)C1 (stereo not drawn)	-6	-1	-21	6	-11	3	1	1	3	6	-9
O=C(c1ccc(Cl)c(S(=O)(=O)N2CCOCC2)c1)N(Cc1nnc(-c2ccccc2Cl)o1)C1CC1	-1	-25	10	2	-15	-18	24	-10	-5	-9	-19
COC(=O)c1ccccc1NC(=O)Nc1cc(C)cc(C)n1	2	-4	-3	-23	5	13	30	-9	7	-2	-32
COCCNC(=O)C(c1ccco1)N(C(=O)Cn1nnc2ccccc21)c1ccc(C)cc1C (stereo not drawn)	-2	11	13	-2	9	32	-3	4	-1	1	-11
Cc1ccc(S(=O)(=O)NC(=O)NC(C)(C)C)cc1	1	5	-15	-8	-2	-10	5	-24	-5	5	4

Ordered by SMILES length (largest number first): some entries from above
SMILES	TWEAK Fn14 block	TROY signal inh	COUP-TFII inh	NR5A2 inv ag	CF NFkB block	C8 TRAIL sens	Shn3 inh set2	NCOA3 inh	LMP1 NFkB inh	KKLEB cytotox	SRC1 inh
O=C(c1ccc(Cl)c(S(=O)(=O)N2CCOCC2)c1)N(Cc1nnc(-c2ccccc2Cl)o1)C1CC1	-1	-25	10	2	-15	-18	24	-10	-5	-9	-19
CCc1cccc2c(C(=O)COC(=O)c3ccc([N+](=O)[O-])s3)c[nH]c12	-7	0	-6	6	-4	0	-3	1	3	-26	-7
CC(C)CN(C(=O)COc1ccc(C(C)(C)C)cc1)C1CCS(=O)(=O)C1 (stereo not drawn)	-22	8	2	-9	6	12	-8	-24	1	17	2
Cc1ccc(NC(=O)CN(C)CC(=O)Nc2ccccc2C#N)cc1	-14	0	0	-2	-17	5	6	-13	-2	-4	6
CO/N=C/c1c(-c2ccccc2)nn(C)c1Cl	7	-11	0	18	-7	-2	3	12	0	-5	7

Some of the compounds tested; rates above refer to the full screens.
